Screening data as filed in PubChem BioAssay.
AID2073 – inhibitors of Mint1-CaV2.2 protein interaction, biochemical, HTRF (AID 2073). inhibition, % at 20 µM, or IC50 in µM where a hit was titrated. HTRF protein-protein interaction, Mint1-CaV2.2; higher % means a stronger effect. hit rate 0.19% among 290,000. Voltage-dependent N-type calcium channel subunit alpha-1B (Homo sapiens); in the data active = inhibition mostly above about 51%, no sharp cut-off; also: some results filed as inactive read as strong as hits
HEK293 NOD2/NF-kB – NOD2 signaling inhibitors, cell-based, luminescence, uHTS, HEK293 (AID 1566) | HEK293 NOD2/NF-kB luciferase reporter, luminescence; higher % means a stronger effect | inhibition, % at 4 µM, or EC50 in µM where a hit was titrated | hit rate 0.63% among 290,000; also: many of its hits are not listed in these tables
Hep lipid drop – inhibitors of hepatocyte lipid droplet formation, primary screen, imaging, high-throughput imaging, BODIPY stain; inhibition, % at 6.5 µM; AML12 mouse hepatocytes, oleate lipid droplets; hit rate 0.4% among 240,000;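 active = lipid droplet intensity inhibited by at least 50%, with more than 500 cells counted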
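Assay system: AML12 mouse liver cells | Compound dosing: One dose, 6.5 µM compound | Read-out basis: Droplet intensity reduction, % inhibition | Measured by: Fluorescence imaging, 20x objective, two fields per well | Schedule: Overnight treatment with compound plus oleate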
LYP inhibition – inhibitors of LYP phosphatase, biochemical, fluorescence intensity, uHTS (AID 1779); recombinant LYP phosphatase, fluorescence intensity; higher % means a stronger effect; inhibition, % at 11.5 µM; hits with a dose series show IC50 in µM; hit rate 0.054% among 290,000;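 also: plate controls were vehicle with enzyme for no effect and no enzyme for full effect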
SIAH1 antagonists – Siah-1 peptide-binding antagonists, primary screen, biochemical, fluorescence polarization, rhodamine-plectin, uHTS (AID 1817); E3 ubiquitin-protein ligase SIAH1 (Homo sapiens); Siah-1 / rhodamine-plectin peptide fluorescence polarization; higher % means a stronger effect; displacement, % at 20 µM, or IC50 in µM where a hit was titrated; hit rate 0.02% among 290,000;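 active = displacement of at least 50% at 20 µM, with a fluorescence ratio check between 0.3 and a set limit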;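 also: plate controls were Siah plus tracer with DMSO for no effect and tracer alone without Siah for full effect; strong numbers were not always called active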
XIAP displacement – XIAP antagonists, biochemical, IAP family, fluorescence polarization (AID 1018); E3 ubiquitin-protein ligase XIAP (Homo sapiens); hit rate 0.007% among 200,000; displacement, % at 20 µM, or IC50 in µM where a hit was titrated; XIAP BIR domain, fluorescence polarization peptide displacement; higher % means a stronger effect; in the data active = displacement above about 50%; also: a part of the inactive calls stands beside numbers as strong as those of hits
HIV fusion peptide – inhibitors of HIV fusion peptide binding, primary screen, biochemical, uHTS, fluorescence dequenching (AID 1986). inhibition, % at 20 µM; hits with a dose series show IC50 in µM. hit rate 0.3% among 290,000. cell-free peptide binding, fluorescence dequenching, 30 min; higher % means a stronger effect; in the data active = inhibition mostly above about 52%, no sharp cut-off; inactive = mostly below about 76%; also: some results filed as inactive read as strong as hits
NS5 inhibitors – Dengue-2 NS5 methyltransferase inhibitors, primary screen, biochemical, confirmation dose response (AID 588689); Dengue-2 NS5 methyltransferase capping enzyme assay, biochemical; higher % means a stronger effect; one-dose inhibition, % at 25 µM; IC50 in µM for titrated hits; hit rate 0.3% among 340,000; in the data active = a potency from the dose series
Myeloid diff MLP – induction of myeloid progenitor differentiation, primary screen, cell-based, flow cytometry, MLPCN library; ER-HoxA9 myeloid progenitors, lysozyme-GFP differentiation; calls only at 10 µM; hit rate 1% among 360,000; AID 624256, 2012;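 active = normalized GFP-positive differentiation at or above the plate's own cutoff, the solvent-only control mean plus 3 SD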;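 also: cells exposed to compound for four days before flow analysis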
Hep lipid drop cells 6.5 µM – recorded beside Hep lipid drop, whose call it bears; cell count; measured here: cell count, cytotoxicity flag;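 cells counted across two imaged fields per well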
Myeloid diff MLP GFP+ MAC1+ % – recorded beside Myeloid diff MLP, whose call it bears; GFP+ MAC1+ double positive, %; measured here: differentiation confirmed by MAC1 staining
* hit, by the source's call; i = inactive; / = no result given; + = active, no number. Rule as the data show it, unless noted: active = inhibition above about 50%; inactive = the rest. The list is partial (hit frequency here may not be typical).

smiles	AID2073	HEK293 NOD2/NF-kB	Hep lipid drop	Hep lipid drop cells 6.5 µM	LYP inhibition	SIAH1 antagonists	XIAP displacement	HIV fusion peptide	NS5 inhibitors	Myeloid diff MLP	Myeloid diff MLP GFP+ MAC1+ %
Cc1cc(C)n(CCNc2nc3nonc3nc2N2CCCCC2)n1	8%	3%	-12	686	-4%	-1%	-4.1%	-0.7%	-8%	i	0.2
C/C(=N\NC(=O)c1c[nH]c2ccccc12)c1ccc2c(c1)OCO2	5%	-26%	-2	677	7%	-1%	-4.7%	-1.7%	-7%	i	0.2
O=C(O)C1CN(C(=O)c2cccc(Br)c2)C1	10%	0%	18	708	-3%	-2%	-0.9%	-0.5%	3%	i	0.5
COc1ccc(CC(=O)NCc2nn(-c3ccccc3)nc2C)cc1OC	2%	6%	8	715	-8%	-3%	/	-0.1%	-1%	i	0.7
CCOC(=O)C(=Nc1ccc(Cl)cc1)NO	4%	7%	12	643	-1%	0%	-6.7%	3.5%	-4%	i	0.1
O=C1OC(N2C(=O)CC[C@H]2C(=O)Nc2ccc3c(c2)OCO3)c2ccccc21 (some centres not stated)	6%	9%	-4	797	-4%	1%	/	1.5%	4%	i	2.0
Cc1c(NC(=S)NC(=O)c2ccc(COc3ccccc3)cc2)cccc1C(=O)O	-6%	2%	-11	809	-8%	11%	/	14%	2%	i	0.4
N#C/C(=N\O)c1nc2ccccc2s1	2%	-14%	1	763	-1%	-2%	-1.3%	0.2%	-10%	i	0.7
CC(C)[C@H](NC(=O)C1CCN(S(=O)(=O)c2ccccc2)CC1)C(=O)NCc1ccc(F)cc1	1%	2%	-2	719	-7%	8%	/	0.8%	-4%	i	7.6
O=C(NCCc1ccc(Cl)cc1)C1CCN(S(=O)(=O)c2ccc(-n3cnnn3)cc2)CC1	4%	-62%	/	/	-7%	3%	-6.1%	0.6%	1%	i	0.3
COc1cc(-c2n[nH]c(=S)n2/N=C/c2cccn2C)cc(OC)c1OC	-38%	-4%	-1	721	-5%	6%	/	-3.1%	-9%	i	0.3
NC(=O)CC(NC(=O)c1ccccc1)c1ccc(N2CCc3ccccc3C2)c([N+](=O)[O-])c1 (configuration not stated)	-2%	22%	/	/	-7%	12%	/	0.1%	2%	i	1.3
CCOC(=O)c1nn(-c2ccccc2)cc1O	7%	-16%	16	601	-2%	5%	/	-3.3%	-8%	i	0.3
COCCNC(=O)CCc1nc(-c2ccccc2)no1	-7%	0%	4	666	-1%	5%	-5.2%	-2.1%	-4%	i	0.0
C/C(=C\c1ccccc1)C(=O)N1CCN(c2cccc(C(F)(F)F)c2)CC1	-1%	22%	10	596	-6%	2%	-6.3%	-1.5%	-5%	i	1.2
COc1ccc(/C(O)=C2/C(=O)C(=O)N(CCCN(C)C)C2c2ccccc2)cc1OC (configuration not stated)	4%	4%	3	762	0%	0%	-3.0%	-2.3%	-1%	i	9.1
Cc1ccc(N=Cc2c(O)[nH]c3ccccc23)c([N+](=O)[O-])c1	14%	-60%	32	696	1%	24%	2.6%	-2.3%	-1%	i	0.2
CCn1c(-c2cc3ccccc3cc2O)n[nH]c1=S	11%	7%	8	821	-2%	1%	-3.4%	1.5%	-10%	i	1.6
COCCNC(=O)Cn1nc(-c2ccc(Cl)cc2)c2ccccc2c1=O	10%	18%	-15	835	-8%	-5%	/	-0.7%	3%	/	/
CCOC(=O)COc1nc(Nc2ccccc2C)nc(N(C)C)n1	-6%	6%	/	/	-5%	0%	-0.2%	-2.9%	-10%	i	0.5
N#Cc1ccc(Oc2ccc(NC(=O)C3CC=CCC3C(=O)O)cc2)cc1 (configuration not stated)	6%	16%	-46	560	-8%	6%	-7.1%	-0.3%	-9%	i	0.8
O=c1cc(NCCc2ccccc2)c2ccccc2o1	17%	-57%	16	757	-1%	2%	12%	-0.2%	-4%	i	0.2
O=C(COc1cccc(Cl)c1)N/N=C\c1cc2ccccc2nc1Cl	4%	12%	9	736	-3%	8%	-4.3%	-1.8%	3%	i	0.4
CN(CC(=O)Nc1cc(S(=O)(=O)N2CCCC2)ccc1Cl)Cc1cccs1	-8%	18%	-8	705	1%	5%	/	-1.4%	-3%	i	0.4
O=c1c[n+]([O-])c2ccccc2n1OCc1c(F)cccc1F	2%	3%	2	680	11%	16%	-4.8%	2.7%	-31%	+	23*
O=C(N/N=C/c1cc([N+](=O)[O-])ccc1N1CCNCC1)c1ccc([N+](=O)[O-])cc1	17%	6%	/	/	4%	-3%	0.0%	-0.8%	-5%	i	2.5
COc1ccc(C(=O)OCC(=O)c2ccc(C)c(S(=O)(=O)N3CCOCC3)c2)cc1OC	8%	3%	12	748	-4%	-2%	/	-0.7%	3%	i	0.4
C/C(CCN1CCc2nc(-c3ccccc3)c(-c3ccccc3)cc2C1)=N\O[C@@H](C)c1cn([C@H](CO)Cc2ccccc2)nn1	4%	-3%	-7	732	-3%	5%	-16%	3.2%	/	/	/
CC1(C)C(=O)NCCN1C(=O)CC1C(=O)NCCN1CC(c1ccccc1)c1ccccc1 (configuration not stated)	-3%	2%	2	737	-5%	16%	1.4%	-0.1%	1%	i	1.0
COc1ccccc1OCCNC(=O)c1cc(SC)ccc1Cl	2%	13%	-20	639	-7%	36%	1.6%	1.7%	-4%	i	0.7
O=C(NCCc1ccccn1)c1nc(Cn2cc([N+](=O)[O-])cn2)no1	-7%	17%	1	848	-1%	1%	/	1.4%	-8%	i	0.1
CCCNC(=S)Nc1ccc(Oc2ccccc2)cc1	-25%	-2%	9	735	-3%	0%	-1.1%	-1.1%	-27%	i	1.1
OCC[C@@H]1C[C@H](O)[C@@H](O)[C@@]2(Cc3ccccc3CCO2)O1	-1%	7%	-4	774	-13%	9%	/	2.9%	-1%	i	1.0
COc1cc(OC)cc(C(=O)N[C@H](C(=O)NCc2ccccc2)C(C)C)c1	11%	14%	-16	790	-10%	5%	/	-2.7%	-7%	/	/
O=C(O)c1cc(-n2nnnc2SCc2ccccc2F)ccc1Cl	-9%	2%	-2	750	-6%	1%	-9.4%	-1.0%	-2%	i	0.5
Cc1ccc(C(=O)COC(=O)CCN2C(=O)C3C4CC(C(Br)C4Br)C3C2=O)cc1 (configuration not stated)	12%	4%	7	589	-4%	-1%	-5.9%	0.0%	1%	i	1.0
Cc1noc(C)c1CSc1ncnc2sc3c(c12)CCC(C)C3 (configuration not stated)	-10%	10%	-6	695	-8%	4%	-0.8%	-1.5%	/	/	/
CCCNC(=O)CSCc1nc(-c2ccc(SC)cc2)oc1C	16%	-14%	-9	755	-5%	4%	-5.1%	0.7%	3%	i	0.0
CC(Oc1ccc2ccccc2c1)C(=O)NNC(=O)Nc1ccccc1F (configuration not stated)	-2%	-7%	-27	818	-7%	1%	/	0.4%	-3%	i	1.2
Cc1n[nH]c(C)c1CN(C)C(=O)c1cc(COc2ccc(F)c(F)c2)on1	-1%	-11%	-11	851	-11%	4%	/	1.1%	-6%	i	4.7
COc1ccc(-c2nn(-c3ccccc3)cc2/C=C(\C#N)C(N)=O)cc1[N+](=O)[O-]	43%	10%	/	/	2%	5%	-16%	0.7%	4%	i	0.1
OC(CNCc1ccccc1C(F)(F)F)C(F)(F)F (configuration not stated)	-4%	4%	-1	639	2%	-4%	-5.6%	-0.2%	-5%	i	1.0
Cc1ccc(Cl)cc1N1CCN(S(=O)(=O)c2c(C)[nH]c(C)c2C(=O)N2CCCC2)CC1	18%	3%	-33	724	-10%	2%	/	0.0%	-7%	i	0.3
CS(=O)(=O)Nc1ccc(-c2cn3c(n2)SCC3)cc1	3%	4%	-4	662	-8%	2%	/	-3.5%	-3%	/	/
CN(c1ccc(C(=O)N2CCOCC2)cc1)S(C)(=O)=O	1%	14%	-1	718	-12%	0%	0.9%	0.5%	-7%	i	7.4
CCc1nnc(NC(=O)C2CCCN(c3nc4ccccc4s3)C2)s1 (configuration not stated)	8%	-10%	/	/	-4%	-4%	-2.6%	-0.4%	-1%	i	7.9
Cc1ccc(C(=O)NN2C(=O)C3C4c5ccccc5C(c5ccccc54)C3C2=O)cc1 (configuration not stated)	3%	3%	7	663	0%	2%	-1.3%	-0.6%	-6%	i	0.7
N/C(=N\NC(=O)c1ccccc1Cl)c1cc2ccccc2oc1=O	-3%	-2%	0	703	-1%	-2%	1.4%	0.3%	/	i	0.5

Some of the entries above, set out differently:
Values run as follows: AID2073 | HEK293 NOD2/NF-kB | Hep lipid drop | Hep lipid drop cells 6.5 µM | LYP inhibition | SIAH1 antagonists | XIAP displacement | HIV fusion peptide | NS5 inhibitors | Myeloid diff MLP | Myeloid diff MLP GFP+ MAC1+ %
COc1cc(OC)cc(C(=O)N[C@H](C(=O)NCc2ccccc2)C(C)C)c1
→ 11% | 14% | -16 | 790 | -10% | 5% | / | -2.7% | -7% | / | /
O=C(O)c1cc(-n2nnnc2SCc2ccccc2F)ccc1Cl
→ -9% | 2% | -2 | 750 | -6% | 1% | -9.4% | -1.0% | -2% | i | 0.5
Cc1ccc(C(=O)COC(=O)CCN2C(=O)C3C4CC(C(Br)C4Br)C3C2=O)cc1 (configuration not stated)
→ 12% | 4% | 7 | 589 | -4% | -1% | -5.9% | 0.0% | 1% | i | 1.0
Cc1noc(C)c1CSc1ncnc2sc3c(c12)CCC(C)C3 (configuration not stated)
→ -10% | 10% | -6 | 695 | -8% | 4% | -0.8% | -1.5% | / | / | /
CCCNC(=O)CSCc1nc(-c2ccc(SC)cc2)oc1C
→ 16% | -14% | -9 | 755 | -5% | 4% | -5.1% | 0.7% | 3% | i | 0.0
CC(Oc1ccc2ccccc2c1)C(=O)NNC(=O)Nc1ccccc1F (configuration not stated)
→ -2% | -7% | -27 | 818 | -7% | 1% | / | 0.4% | -3% | i | 1.2
Cc1n[nH]c(C)c1CN(C)C(=O)c1cc(COc2ccc(F)c(F)c2)on1
→ -1% | -11% | -11 | 851 | -11% | 4% | / | 1.1% | -6% | i | 4.7
COc1ccc(-c2nn(-c3ccccc3)cc2/C=C(\C#N)C(N)=O)cc1[N+](=O)[O-]
→ 43% | 10% | / | / | 2% | 5% | -16% | 0.7% | 4% | i | 0.1
OC(CNCc1ccccc1C(F)(F)F)C(F)(F)F (configuration not stated)
→ -4% | 4% | -1 | 639 | 2% | -4% | -5.6% | -0.2% | -5% | i | 1.0
Cc1ccc(Cl)cc1N1CCN(S(=O)(=O)c2c(C)[nH]c(C)c2C(=O)N2CCCC2)CC1
→ 18% | 3% | -33 | 724 | -10% | 2% | / | 0.0% | -7% | i | 0.3
